KCNH2 3.1 block = inhibitors of human KCNH2 3.1 potassium channel isoform; U2OS KCNH2 3.1, thallium flux FluxOr; active compounds read low; activity change, % (tested at about 1.8 µM); 340,000 tested, 0.95% active; AID 720553;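 active = maximum activity change below -70%; inconclusive = maximum activity change from -70% to -50%; inactive = maximum activity change above -50%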;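 also: thallium influx rate constant from kinetic fluorescence after stimulation buffer; % is scaled to controls: 0 for no effect and ±100 for the full control effect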
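FluxOr-based Tl+ influx in U2OS cells transduced with KCNH2 3.1 virus; rate constants normalized to DMSO controls.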
TCR activator = activators of T cell receptors. 330,000 tested, under 10 active. primary human leukocytes, anti-CD3, IL-2 HTRF, 48 h. AID 504894. Potency, µM (highest dose often 9.22 µM), for the others: at the top dose activation of IL-2 secretion, most hits filed as activators; also: % of control where 0% means no effect
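IL-2 release read by HTRF sandwich (Eu cryptate donor, d2 acceptor, 665 nm emission) after 48 hr exposure of primary human leukocytes to compound together with anti-CD3 beads in the absence of co-stimulatory signals.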
KCNH2 WT inh = blocks the wildtype human KCNH2 potassium channel; Q12809; activity change, % at 1.84 µM; AID 720551; 340,000 tested, 0.37% active; U2OS, BacMam KCNH2, thallium flux FluxOr; active compounds read low;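 active = maximum activity change below -70%; inconclusive = maximum activity change between -70% and -50%; inactive = maximum activity change above -50%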; also: % is scaled to controls: 0 for no effect and ±100 for the full control effect
Target sequence (Q12809 whole entry, looked up): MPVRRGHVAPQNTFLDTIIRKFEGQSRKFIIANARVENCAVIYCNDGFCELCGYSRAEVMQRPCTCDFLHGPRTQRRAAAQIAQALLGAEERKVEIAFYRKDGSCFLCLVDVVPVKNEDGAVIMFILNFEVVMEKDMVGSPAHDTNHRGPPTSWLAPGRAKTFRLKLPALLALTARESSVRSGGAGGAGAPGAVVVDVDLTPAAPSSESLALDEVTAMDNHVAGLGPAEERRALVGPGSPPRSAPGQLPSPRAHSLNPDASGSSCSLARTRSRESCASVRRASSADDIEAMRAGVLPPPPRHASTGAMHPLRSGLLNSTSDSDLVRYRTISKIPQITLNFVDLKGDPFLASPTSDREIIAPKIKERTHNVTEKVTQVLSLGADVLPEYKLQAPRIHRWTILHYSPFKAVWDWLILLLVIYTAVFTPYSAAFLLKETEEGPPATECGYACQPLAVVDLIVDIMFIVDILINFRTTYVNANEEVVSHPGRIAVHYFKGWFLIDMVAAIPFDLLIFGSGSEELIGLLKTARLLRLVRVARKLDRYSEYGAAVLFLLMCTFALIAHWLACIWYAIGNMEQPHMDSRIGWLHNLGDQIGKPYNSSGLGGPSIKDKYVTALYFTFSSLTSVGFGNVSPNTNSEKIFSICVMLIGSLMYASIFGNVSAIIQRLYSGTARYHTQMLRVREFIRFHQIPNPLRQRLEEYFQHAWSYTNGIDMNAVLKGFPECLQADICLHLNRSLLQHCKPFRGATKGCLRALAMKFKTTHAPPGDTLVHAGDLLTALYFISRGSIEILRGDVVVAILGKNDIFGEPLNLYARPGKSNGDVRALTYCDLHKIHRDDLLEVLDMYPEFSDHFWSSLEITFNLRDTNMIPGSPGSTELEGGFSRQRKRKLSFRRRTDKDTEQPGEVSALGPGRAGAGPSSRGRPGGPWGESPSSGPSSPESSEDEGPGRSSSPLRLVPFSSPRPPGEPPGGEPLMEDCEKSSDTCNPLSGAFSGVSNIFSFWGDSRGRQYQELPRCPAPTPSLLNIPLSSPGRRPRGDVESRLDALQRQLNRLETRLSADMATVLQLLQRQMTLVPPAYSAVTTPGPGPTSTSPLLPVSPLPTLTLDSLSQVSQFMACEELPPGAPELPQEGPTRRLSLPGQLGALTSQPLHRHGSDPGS
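U2OS cells transduced with wild-type KCNH2 virus are loaded with FluxOr dye for 45 min, and thallium flux is measured in kinetic reads before and after stimulation buffer. Rate constants are normalized to DMSO controls.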
TSHR antag = human thyrotropin receptor antagonism. P16473. TSHR-expressing cells, TSH-stimulated cAMP HTRF, 2 h; active compounds read low. activity change, negative = inhibition, % at 11.5 µM. 330,000 tested, 0.2% active;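 active = activity change below a set negative limit, meaning inhibition stronger than a set level, cut at about -70% in these data; inconclusive = activity change between two set negative limits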; also: % is scaled to controls: 0 for no effect and ±100 for the full control effect
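TSHR-expressing cells were treated with compounds, then stimulated with TSH at EC80 (4nM final) for 2 hours at 37 deg C. Cellular cAMP was measured by HTRF competition between lysate cAMP and cAMP-d2 for a cryptate-labelled anti-cAMP antibody.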
ELG1 repair inh = blocks ELG1-dependent DNA repair in HEK293T cells; HEK293T ELG1-luciferase reporter, luminescence, 16 h; DNA damage induced by 5-fluorouridine; Potency, µM (highest dose often 46.1 µM), for inactives: at the highest dose activity change, negative = inhibition, actives largely listed as inhibitors; 330,000 tested, 2.3% active; AID 504467; also: potency is read from the fitted curve at half-maximal effect; % is scaled to controls: 0 for no effect and ±100 for the full control effect; nearly all actives have a fitted effect of over 55% in size
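Quantitative HTS, concentration-response format. 2,000 cells/well co-treated with 5-fluorouridine and compound, 16 hr in 5% CO2 at 37 °C; ONE-Glo luminescence read after 30 min.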
USP2a block = blocks human ubiquitin-specific protease USP2a | O75604 | USP2 core, Ub-CHOP2 coupled fluorogenic reporter, 485/531 | Potency, µM (titrated, usually from 38.3 µM), inactives show top-dose activity change, negative = inhibition, most hits filed as inhibitors | AID 463254 | 330,000 tested, 0.01% active;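 also: potency is read from the fitted curve at half-maximal effect; plate controls were DMSO wells for no effect and full inhibition by NEM control for full effect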
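USP2 core (10nM final) preincubated 30min RT with compound in 20mM Tris-HCl pH 8.0, 2mM CaCl2, 2mM beta-mercaptoethanol, 0.05% CHAPS; 25nM Ub-CHOP2 plus 25nM reporter substrate added, fluorescence (Ex485/Em531) read after 60min.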
TRPV1 ag = human TRPV1 agonism | AID 540275 | Q8NER1 | 320,000 tested, 0.19% active | TRPV1-expressing cells, Fluo-8 calcium influx, agonist mode | activation, % at 8.33 µM; in the data active = activation above about 80%; inconclusive = between about 30% and that limit; also: 0% is about no effect
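Cells expressing TRPV1 were dye-loaded with Fluo-8 and read kinetically: 10 s baseline, 3 min after compound (agonist portion), then 2 min after EC20 capsaicin (allosteric enhancer portion). Calcium-bound dye fluorescence at 480/520 nm.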
Mito fusion yeast = inhibitors of mitochondrial division or activators of mitochondrial fusion; S. cerevisiae fusion-defective mutant growth rescue, CellTiterGlo 48 h; Potency, µM (series often up to 46.1 µM), inactives show at the top dose growth rescue (activation), actives largely listed as activators; 320,000 tested, 0.23% active;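 also: potency is read from the fitted curve at half-maximal effect; % of control where 0% means no effect; nearly all actives have a fitted effect of over 45% in size; temperature-sensitive fusion mutants such as fzo1-1 at 37 °C on non-fermentable ethanol glycerol medium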
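S. cerevisiae fusion-defective temperature-sensitive mutants (e.g. fzo1-1, mgm1-5) grown 48 h at 37C in YPEG (ethanol/glycerol non-fermentable) medium with 23 nl compound per well; growth rescue read as CellTiterGlo luminescence.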
Eya2 inh = blocks the phosphatase activity of human Eya2; O00167; recombinant Eya2, OMFP fluorescence dephosphorylation (OMFP is methylfluorescein phosphate); Potency, µM (doses to about 76.9 µM), for inactives: at the highest dose activity, negative = inhibition, hits mostly inhibitors; 330,000 tested, 0.006% active; also: potency is read from the fitted curve at half-maximal effect; % is scaled to controls: 0 for no effect and ±100 for the full control effect
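Eya2 protein (added as 0.2 uM solution) was preincubated with compound for 10 min at ambient temperature in 50 mM HEPES pH 7.5, 50 mM NaCl, 5 uM MgCl2, 0.05% BSA, 1 mM DTT. OMFP (added at 50 uM) then reacted 10 min; fluorescence read at 485/525 nm.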
A-T KAP1 phos = potential ataxia-telangiectasia treatment | […] A-T fibroblasts, KAP-1 phosphorylation AlphaLISA; neocarzinostatin DNA damage 30 min before lysis | 320,000 tested, 0.19% active | Potency, µM (highest dose often 57.5 µM), for the others: at the top dose activation, hits mostly activators | AID 485349; also: potency is read from the fitted curve at half-maximal effect; % of control where 0% means no effect; nearly all actives have a fitted effect of over 45% in size
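hTERT-immortalized A-T patient fibroblasts ([…]), 500 cells/well in OPTI-MEM, 1% FBS, got compounds for 60 min, then NCS for 30 min at 37C. Lysates were then assayed for phospho-KAP-1 by AlphaLISA (anti-pKAP1 donor, anti-KAP1 acceptor beads), 6 hr at 25C.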
The depositor's hits bear a star; u = inconclusive; x = no result given; [ ] = another dose, or the depositor's remark. Unless noted, calls follow the shape of the dose curve; as a rule, active = well fitted curve in the direction sought with a large enough effect; inconclusive = small, poorly fitted or top-dose-only effect, or another doubt; inactive = no such curve, though single readings can be large; an effect the other way counts as inactive or inconclusive.

SMILES | KCNH2 3.1 block | TCR activator | KCNH2 WT inh | TSHR antag | ELG1 repair inh | USP2a block | TRPV1 ag | Mito fusion yeast | Eya2 inh | A-T KAP1 phos
Cc1ccc(NC(=O)CSCC(=O)Nc2cc(Cl)ccc2N2CCOCC2)cc1 | 5 | -2% | 0 | 4 | -11% | -1% | 0 | 6% | 2% | 8%
Cc1cc(N2CCOCC2)nc(SCc2ccc(Cl)cc2Cl)n1 | -11 | 1% | -6 | -4 | 9% | -2% | 5 | -2% | 2% | 3%
COc1ccc(C2C(C(=O)N3CCC(C)CC3)c3ccccc3C(=O)N2C)cc1 (stereo not drawn) | -20 | 1%[46.1 µM] | -5 | 6 | -12% | 0% | 1 | -5% | 0% | 0%
O=C(COC(=O)c1ccccn1)NC12CC3CC(CC(C3)C1)C2 | 0 | -3% | -4 | 2 | 2% | 8% | -2 | 0% | 12% | -1%
Cc1ccc(-c2ccc(S(=O)(=O)N3CC(C)OC(C)C3)cc2)cc1 (stereo not drawn) | 6 | 0% | 0 | -9 | 6% | 2% | 0 | 0% | -3% | 2%
CCOc1ccc(NC(=O)[C@H](C)NC(=O)C2CC(=O)N(c3ccc(OC)cc3)C2)cc1 (stereo partly drawn) | -2 | -1% | 3 | 5 | 15% | 3% | 0 | 0% | -14% | -8%
O=C1ON=C(c2ccccc2)/C1=C/c1ccccc1 | 12 | x | 3 | -13 | -7% | -2% | -1 | -6% | 12% | -7%
Cc1ccc(S(=O)(=O)NNC(=O)c2cnn(-c3ccccc3)c2-n2cccc2)cc1 | -4 | x | 3 | 14 | 0% | -8% | 3 | 5% | -18% | 15%
CCNC(=O)C(=O)NCC(c1cccs1)S(=O)(=O)c1ccc(C)cc1 (stereo not drawn) | 6 | -3% | -22 | 17 | 8% | 0% | 2 | -2% | -1% | 4%
CC(=O)N1C(=O)/C(=C2\SC(=S)N(c3c(C)n(C)n(-c4ccccc4)c3=O)C2=O)c2ccccc21 | 2 | -6%[46.1 µM] | -2 | 5 | 1% | 3% | -2 | -2% | -4% | -4%
C=CCc1c(C)nc(C)nc1N/N=C/c1ccc(F)cc1 | 40 | 4% | -4 | 2 | -13% | 5% | 4 | -1% | -35% | 1%
Cc1ccc(/C=C/c2onc(C)c2S(=O)(=O)N2CCC(C(=O)N3CCCCC3)CC2)cc1 | 11 | 0% | 7 | -7 | u | 0% | u | -11% | 0% | 4%
COc1ccc(NC(=O)c2ccccc2CC[N+](=O)[O-])cc1 | 8 | -2% | -2 | -5 | -10% | 10% | 3 | 3% | -29% | 2%
O=C(NCc1ccccc1C(F)(F)F)C1CC(c2cc(C(F)(F)F)cc(C(F)(F)F)c2)=NO1 (stereo not drawn) | -8 | -1% | 3 | -11 | -2% | -8% | -1 | -39%[inhibitor] | -6% | 13%
COc1ccc(/C=N/OCC(=O)Nc2ccc3c(c2)OCO3)c(OC)c1 | -11 | -4% | 7 | -5 | -28% | 2% | 1 | 8% | -2% | 3%
COC(=O)CSc1nnc(-c2ccc3c(c2)OCO3)n1C | 0 | -1% | -5 | -2 | 21% | 3% | -1 | 10% | 16% | 8%
CCOC(=O)c1c(NC(=O)C(C)N2CCN(C(=O)c3ccco3)CC2)sc2c1CCCC2 (stereo not drawn) | -6 | 1% | -2 | -6 | 7.3µM* | -8% | u | 15% | -3% | -1%
COc1cccc(OC)c1OCCOc1ccc(C(=O)c2ccccc2)cc1 | -6 | 0%[46.1 µM] | -6 | -22 | u | 0% | 2 | u | -12% | 16%
COc1cc(/C=N/N=C(/N)c2nonc2N)cc(Br)c1OCc1ccccc1C | -4 | -60% | -5 | -15 | 7% | 0% | u | 12% | -11% | -9%
Cc1cc(C)nc(Nc2ncn[nH]2)n1 | x | x | x | 4 | -12% | 9% | -6 | 2% | -25% | -2%
COc1ccc(NS(=O)(=O)c2cccc(C(=O)NCCCN3CCOCC3)c2)cc1 | -6 | 4% | 1 | 0 | 12% | 1% | 3 | 2% | -23% | -5%
Cn1ncc(N=Cc2ccc([N+](=O)[O-])cc2)c1C(=O)N1CCOCC1 | 5 | 5% | -2 | -1 | 12% | 0% | -1 | 2% | 3% | -1%
COc1ccc(C(=O)CSc2nc(C)cc(=O)[nH]2)cc1C | -6 | -5% | -6 | -8 | -7% | 1% | 2 | 1% | -9% | -7%
CCOC(=O)C1(CC2CC2)CCN(C(=O)c2cc(OC)nc3ccccc23)CC1 | -5 | 5% | 4 | 3 | -1% | 4% | 18 | 20% | -1% | -2%[11.5 µM]
CCOC(=O)/C=C(\C)N1N=C(c2ccccc2)CC1c1ccccc1 (stereo not drawn) | -33 | -5% | -20 | 0 | u | 0% | u | -1% | -3% | -1%
CCCc1cc(=O)oc2cc(OCC(=O)NCc3ccccn3)ccc12 | 9 | 4% | -10 | 2 | 4% | 6% | -2 | -3% | -1% | 8%
Cc1cccc[n+]1CCCCCCCCCC[n+]1ccccc1C | 13 | -2% | 2 | 8 | u | 1% | -1 | 13% | 3% | 3%
CC(C)OCCCNC(=O)C1CCC(=O)N1C1CCCC1 (stereo not drawn) | 1 | 2% | -30 | 5 | 0% | -2% | -3 | -2% | 5% | x
O=S(=O)(N=C(NS(=O)(=O)c1ccc(Cl)cc1)c1ccccc1)c1ccc(Cl)cc1 | 6 | -11% | 1 | -2 | -3% | -3% | x | x | -13% | 4%
Cc1ccc(CN2C(=O)CSC2c2cccnc2)cc1 (stereo not drawn) | 3 | 3% | 1 | -5 | -11% | 1% | -1 | -2% | 4% | 9%
COc1ccc(NC(=O)C(=O)N/N=C\c2ccc(CNC(=O)C(=O)Nc3ccc(C)c(C)c3)o2)c(OC)c1 | -10 | -3% | -6 | 6 | -7% | -1% | 0 | 3% | 9% | 7%
CCOc1ccc(N2C(=O)CC(NCC#N)C2=O)cc1 (stereo not drawn) | 6 | -1% | 5 | 31 | 6% | 1% | -1 | -3% | -19% | -5%
Cc1c(CC=C(Cl)Cl)c(=O)[nH]c2c(C)cccc12 | 8 | 0%[46.1 µM] | -3 | 10 | 8% | 3% | 4 | -1% | 6% | 12%
COC(=O)c1[nH]c2cc(OC)ccc2c1NC(=O)c1c(F)cccc1F | 7 | 6% | 7 | -28 | 3% | 4% | u | 3% | 3% | 0%
Cc1nn(CC(=O)NNC(=O)c2cccc(Br)c2)c(C)c1[N+](=O)[O-] | -1 | 0% | -2 | -13 | 4% | 2% | 1 | 3% | 5% | -3%
CCN1CCc2c(sc(NC(=S)NC(=O)c3ccco3)c2C(N)=O)C1 | 4 | 8% | -12 | -3 | u | 3% | 3 | 6% | u | -19%
Cc1cccc2cc3c(N)c(C#N)sc3nc12 | 5 | 5% | -3 | 2 | 13% | 3% | 0 | 2% | -11% | 1%

Source: PubChem

An excerpt; the hit share may differ from the screen's.
